# eIF4E-4G inh: blocks eIF4E binding to eIF4G; P63073+Q04637; TR-FRET eIF4E-eIF4GI(517-606) binding, 2 h; inhibition, % at 21.7 µM; 220,000 tested, 0.37% active; AID 782;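 active = inhibition above about 30%, limit read from the data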;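 also: 0% = full FRET control wells and 100% = background wells lacking eIF4GI fragment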
# S1P4 antagonist: antagonists of human S1P4 receptor; AID 1510; O95977; S1P4-expressing cells, antagonist mode, reporter read-out; inhibition, % at 4.98 µM; 220,000 tested, 0.26% active; in the data active = inhibition above about 29%;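 also: 0% = wells stimulated with agonist and 100% = vehicle wells without agonist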
# NPY2 pot ag: potentiators or agonists of human neuropeptide Y receptor Y2 | P49146 | cells expressing NPY-Y2, potentiator/agonist read-out | activation, % at 3.6 µM | 220,000 tested, 0.45% active | AID 1359; in the data active = activation above about 27%;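 also: cells stimulated with NPY near EC25 plus isoproterenol at EC100; 0% = vehicle plus submaximal agonist and 100% = vehicle plus saturating agonist; some results beyond the cut were filed as inactive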
# Target sequence (P49146 whole entry, looked up): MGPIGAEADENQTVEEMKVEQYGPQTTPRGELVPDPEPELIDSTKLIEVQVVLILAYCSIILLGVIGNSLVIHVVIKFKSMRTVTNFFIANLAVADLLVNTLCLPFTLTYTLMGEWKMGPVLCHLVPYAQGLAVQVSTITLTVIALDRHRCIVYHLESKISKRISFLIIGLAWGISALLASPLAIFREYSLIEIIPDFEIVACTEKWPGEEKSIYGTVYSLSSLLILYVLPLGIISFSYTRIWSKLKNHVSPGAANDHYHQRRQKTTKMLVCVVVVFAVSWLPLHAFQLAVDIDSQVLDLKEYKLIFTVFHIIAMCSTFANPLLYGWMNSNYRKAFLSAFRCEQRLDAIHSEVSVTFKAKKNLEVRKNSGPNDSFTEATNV
# p97 ATPase inh: inhibitors of human p97 ATPase | P55072 | 220,000 tested, 0.42% active | inhibition, % at 8 µM | recombinant p97 ATPase, Kinase-Glo ATP luminescence, 3 h; in the data active = inhibition above about 15%;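 also: 0% = DMSO vehicle and 100% = wells lacking enzyme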
# S1P4 ag: agonists of human S1P4 receptor. 220,000 tested, 0.35% active. activation, % at 4.98 µM. S1P4-expressing cell line, agonist reporter assay. O95977. AID 1509; in the data active = activation above about 11%;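 also: 0% = DMSO vehicle and 100% = reference agonist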
# EP2 mod: modulates human prostaglandin E2 receptor EP2 signaling | EP2-expressing cells, cAMP HTRF FRET, PGE2 co-stimulation | P43116 | 260,000 tested, 0.83% active | induction, % at 25 µM;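 active = compounds whose cAMP rise, as percent of the full-agonist control response, exceeds 60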;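 also: rat C6 glioma line stably carrying human EP2 under a CMV promoter; the protocol text gives 20 µM as final concentration; 100% = response of wells given 1 µM PGE2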
# Target sequence (P43116 whole entry, looked up): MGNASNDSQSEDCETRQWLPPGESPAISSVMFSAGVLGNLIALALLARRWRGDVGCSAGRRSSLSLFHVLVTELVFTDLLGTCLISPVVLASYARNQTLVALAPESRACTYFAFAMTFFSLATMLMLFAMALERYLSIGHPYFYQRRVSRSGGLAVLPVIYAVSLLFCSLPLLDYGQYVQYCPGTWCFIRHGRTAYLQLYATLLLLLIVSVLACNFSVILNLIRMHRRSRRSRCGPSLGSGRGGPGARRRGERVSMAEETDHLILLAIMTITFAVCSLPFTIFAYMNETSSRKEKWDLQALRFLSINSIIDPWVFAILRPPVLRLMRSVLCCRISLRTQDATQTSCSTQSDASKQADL
# NPY Y1 blocker: antagonists of human neuropeptide Y receptor Y1. P25929. HEK293-CNG Y1 cells, membrane potential fluorescence; NPY at EC95, then isoproterenol. inhibition, % at 3.6 µM. 200,000 tested, 1% active. AID 1040;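 active = inhibition above the campaign mean inhibition of all tested compounds plus 3 SD, cut at about 20% in these data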;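 also: 0% = DMSO wells given NPY plus isoproterenol and 100% = isoproterenol alone without NPY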
#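 System: HEK293 cells with Y1 receptor plus CNG channel / Probe or stimulus: NPY 25 nM then isoproterenol 1 µM plus Ro 20-1724 25 µM / Compound: one concentration, 3.6 µM, in 0.4% DMSO / Schedule: compound incubation 1 h at room temperature, readout 45 min post-stimulation / Measured by: membrane potential fluorescence / Read-out: % inhibition of NPY effect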
# PGE2 EP2 inh: inhibitors of human EP2 prostaglandin E2 receptor | 260,000 tested, 0.52% active | inhibition, % at 25 µM | C6 glioma cells expressing human EP2, cAMP TR-FRET; cells stimulated with saturating PGE2 | P43116;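 active = percent inhibition above 40 after rounding to a whole number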;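 also: rat C6 glioma host cells with rolipram phosphodiesterase inhibitor present; the protocol text gives 20 µM as final concentration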
# NPY1 pot ag: human NPY-Y1 potentiation or agonism, primary screen; NPY-Y1 expressing cells, potentiator/agonist activation; 220,000 tested, 0.37% active; P25929; activation, % at 3.6 µM; AID 1304; in the data active = activation above about 33%, passing the limit was not always enough;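 also: cells stimulated with NPY at EC10 then isoproterenol at EC100; 0% = low agonist plus stimulus and 100% = saturating agonist plus stimulus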
# Active calls of the source: *; . = no result given; & = joins results of further samples; [ ] = dose if it differs, or a comment. Not all compounds are listed (hit frequency here may not be typical).
SMILES,eIF4E-4G inh,S1P4 antagonist,NPY2 pot ag,p97 ATPase inh,S1P4 ag,EP2 mod,NPY Y1 blocker,PGE2 EP2 inh,NPY1 pot ag
CC1=CC(C)(C)N2C(=O)C3(NCCc4c3[nH]c3ccccc43)c3cccc1c32 (stereo not given),2,7,-4,2,-0.6,-44&9,4,8&9,23
Cc1cccc(C)c1NC(=O)N1CCN(c2nc3ccccc3s2)CC1,-5,-15,3,-5,1.8,-18,-5,6,-2
Cc1ccc2[nH]c(=O)c(CNC(C)(C)C)cc2c1,11,13,3,8,0.3,-4,8,6,-1
CCn1c(SCC(=O)Nc2nc3c(s2)CCCC3)nnc1-c1ccccc1,4,-10,-2,5,1.0,17,1,5,-17
CCNC(=S)NNC(=O)c1ccccc1Cl,1,-27,10,-4,-0.7,2,-3,8,-8
CCOC(=O)Cc1csc(NC(=S)NC(=O)c2ccc(Cl)cc2)n1,2,-7,-13,2,1.0,-1,14,16,-12
O=C(COc1ccccc1Cl)Nc1ccc2c(c1)OCCO2,2,6,10,0,0.4,64*,7,18,13
CCn1cc(/C=N/O)c(C)n1,0,-20,15,0,1.2,8,9,8,-3
COCCNC(=O)C(=O)NNC(=O)CCc1ccccc1,1,-1,-15,1,-0.7,29,-3,19,-15
CCOC(=O)N1CCN(C(=O)c2cn(CC)c3ccc(S(=O)(=O)N4CCC(C)CC4)cc3c2=O)CC1,6,-11,-1,-2,0.8,0,0,2,4
COc1ccccc1OCC(=O)NNC(=O)Nc1ccc(Cl)cc1,-2,-21,3,3,0.9,3,-3,10,14
COc1ccc(OC)c(NC(=S)NCc2ccco2)c1,.,-8,2,4,1.7,.,5,10,-1
CCOC(=O)c1nc2cc3n(c(C)c-2c1C)C(C)C(CC)=C3C (stereo not given),.,-2,-5,0,1.1,.,-3,8,-23
Cc1cccc(NC(=O)c2cc3c([nH]c4ccccc43)c(C)n2)c1C,4,-12,1,1,2.9,11,2,10,2
COC(=O)C1=C(N)c2c(F)cccc2C1(C#N)c1ccccc1 (stereo not given),-1,-15,1,-4,0.6,-1,9,24,-6
C/C(CC(=O)Nc1cccnc1)=N\NC(=O)C(=O)NC(C)C,4,17,-15,11,-1.8,12,.,11,13
CSc1cccc(NC(=O)CCc2ccccc2)c1,1,-6,-10,-5,0.7,-33,4,5,7
O=C(OCc1ccc(COC(=O)c2ccccn2)cc1)c1ccccn1,-2,1,19,0,-2.2,23,-1,7,5
CC(=O)N1CCc2cc(S(=O)(=O)NCCCOC(C)C)ccc21,3,-2,14,6,1.5,9,-3,16,12
Cc1cc(C)c(NC(=O)C(=O)NCc2ccco2)c(C)c1,-4,-24,7,-3,0.0,5,3,1,-6
O=C(NCc1nc2ccccc2[nH]1)C1=C[C@@H](c2ccccc2)C[C@@H](OCCCCO)O1,1,8,-14,-1,-2.0,7,-2,5,-2
Cc1ccc(S(=O)(=O)N2CCN(C(=O)COC(=O)c3c(C)noc3C)CC2)c(C)c1,-9,-12,-1,-1,-1.3,-22,.,4,-4
CCOC(=O)c1nsnc1NCCSC(=N)N,-1,-9,-2,-2,0.8,-9,2,7,-6
CN1CCN(C(=S)NC(=O)c2cccc(S(=O)(=O)N(C)C)c2)CC1,-1,-14,-4,0,0.0,9,-4,6,2
CCOc1ncccc1C(=O)OCc1ccc(C(=O)OC)cc1,8,-16,-5,-5,0.5,31,10,17,-37
Fc1ccccc1NC(=S)Nc1cccnc1,1,14,4,5,1.3,4,1,3,12
CCC(C)(C)C1CCC2(CC1)NC(CO)(CO)CO2 (stereo not given),2,-3,-10,-2,-0.6,11,8,2,-12
O=[N+]([O-])c1ccc2c(c1Nc1ccccc1Cl)=NC1(CCCCC1)N=2,8,1,18,1,1.0,10,.,8,35
CCCOc1ccccc1NC(=O)c1ccc([N+](=O)[O-])cc1,3,-15,-1,0,1.2,16,0,4,4
Cc1nc2cc(C(=O)OCC(=O)Nc3ccc(C#N)cc3)ccc2n1-c1ccccc1,0,-1,1,-4,0.4,-12,4,3,-6

# Whole records from above. Order of values: eIF4E-4G inh	S1P4 antagonist	NPY2 pot ag	p97 ATPase inh	S1P4 ag	EP2 mod	NPY Y1 blocker	PGE2 EP2 inh	NPY1 pot ag
# O=[N+]([O-])c1ccc2c(c1Nc1ccccc1Cl)=NC1(CCCCC1)N=2 in the list: 8	1	18	1	1.0	10	.	8	35
# CSc1cccc(NC(=O)CCc2ccccc2)c1 in the list: 1	-6	-10	-5	0.7	-33	4	5	7
# CN1CCN(C(=S)NC(=O)c2cccc(S(=O)(=O)N(C)C)c2)CC1 in the list: -1	-14	-4	0	0.0	9	-4	6	2
# CCOC(=O)c1nsnc1NCCSC(=N)N in the list: -1	-9	-2	-2	0.8	-9	2	7	-6

# Continued.
SMILES,eIF4E-4G inh,S1P4 antagonist,NPY2 pot ag,p97 ATPase inh,S1P4 ag,EP2 mod,NPY Y1 blocker,PGE2 EP2 inh,NPY1 pot ag
CCc1ccc(NC(=S)NCc2ccccc2)cc1,5,-21,-1,-4,1.3,-22,4,10,4
O=C(CCc1ccccc1)Nc1ccc(NC(=O)C2CC2)nc1,5,-4,-2,6,1.5,6,-3,10,-8
CC(NC(=O)OC(C)(C)C)C(=O)NC(CCC(=O)OCc1ccccc1)C(N)=O (stereo not given),0,6,2,0,0.8,5,-4,6,11
Cc1ccc(C(=O)COC(=O)c2cc(Cl)nc3ccccc23)cc1,-1,2,4,0,1.2,30,-2,14,-22
Cc1cc(C)cc(NC(=S)NCc2ccc3[nH]c4c(c3c2)CCCC4)c1,2,4,8,5,0.1,20,-5,9,7
NS(=O)(=O)c1ccc(NC(=O)NC2CCCCC2)cc1,-3,-3,-7,-3,2.6,26,8,.,-5
CCOC(=O)c1sc(N2C(=O)C(O)=C(C(=O)c3ccco3)C2c2ccccc2)nc1C (stereo not given),.,2,9,4,1.7,.,0,.,6
CNC(=S)N1N=C(c2ccc(Br)cc2)CC1c1ccc(OC)cc1 (stereo not given),16,3,-20,4,0.4,-19,7,12,-30
COc1ccc(-c2nnc3sc(C4CCCCC4)nn23)cc1OC,9,-9,-40,-8,-0.1,53,33*,7,-80
CC(=O)N1N=C(c2ccccc2)OC1(C)CC(=O)Nc1ccccc1 (stereo not given),7,-3,-5,1,1.4,13,1,3,12
O=C(Nc1ccc(F)cc1)C(Cc1ccccc1)n1cccc1 (stereo not given),-8,-11,2,2,0.8,-18,.,2,4
O=C(Nc1nc2c(Cl)cccc2s1)c1ccc(Br)o1,-251[fluorescence artefact?],-3,-24,0,2.2,11,8,17,-31
CCOC(=O)c1c(-c2ccccc2)csc1NC(=O)c1cccc(N2C(=O)CCC2=O)c1,1,-8,4,3,0.3,58,0,5,-6
Cc1noc(NS(=O)(=O)c2ccc(NC(=O)CSc3nc4ccccc4[nH]3)cc2)c1C,-4[fluorescence artefact?],-11,3,-5,-2.4,13,-7,33,-18
O=C(CCN1CCc2ccccc21)c1ccc2c(c1)OCCO2,-4,-11,-15,2,1.9,2,7,17,-5
CC(CCc1ccccc1)NC(=O)C(=O)Nc1ccccc1 (stereo not given),0,-3,-8,5,-0.4,-25,5,2,15
Cc1oc2nc(SCCCC(=O)NCCCO)nc(N)c2c1C,-1,8,6,4,0.7,2,-5,.,-2
COc1nc(N/N=C/c2ccc(C)cc2)nc(N2CCCCC2)n1,-1,-12,1,1,0.0,-15,2,17,-18
Cc1ccc(NC(=S)N(CCCN2CCC(C)CC2)Cc2ccco2)cc1C,2,4,-23,5,-0.3,-26,13,18,-6
Cc1ccc(C)c(N(CC(=O)NCCSCc2ccco2)S(C)(=O)=O)c1,-12,-7,9,-2,-0.3,2&-60,-2,15&10,7
O=C(NCc1cccs1)c1ccc2ccccc2n1,-8,-15,-18,0,-1.2,-73,5,8,1
Cc1cc(NN)nc(NS(=O)(=O)c2ccccc2)n1,-2,3,6,2,-0.7,12&38,-1,9&10,14
C=CCNC(=S)NNC(=O)c1ccco1,-3,-5,-4,4,2.5,-16,1,8,-4
CCC(OC(=O)c1nsc(Cl)c1Cl)C(=O)NC(C)(C)C (stereo not given),1,-8,13,2,2.1,12,-3,8,27
CC1Oc2ccccc2N(CC(=O)NCC2CCCO2)C1=O (stereo not given),-2,-3,1,3,-0.7,12,5,6,-1
COc1ccccc1NCC(=O)N/N=C(\C)c1cccs1,-2,3,9,1,0.5,-55,1,4,2
COc1ccc(OC)c(C2C(C(=O)Nc3ccc(F)cc3)=C(C)Nc3nc(CCCO)nn32)c1 (stereo not given),-7,0,-9,0,-1.3,5,1,5,0
O=C(c1ccc(S(=O)(=O)N2CCCC2)cc1)N1CCCCCC1,0,0,-12,4,0.4,0,.,12,18
COc1cccc(NC(=O)C2CC2(c2cccc(OC)c2)c2cccc(OC)c2)c1 (stereo not given),1[fluorescence artefact?],-2,-10,1,0.1,16,7,1,-26
CCN(CC)c1ccc2cc(-c3nnc(-c4ccccc4)o3)c(=O)oc2c1,-2[fluorescence artefact?],6,-4,3,0.6,-6,-1,13,-24
Cn1cnc2c(NCc3ccco3)ncnc21,2,-8,4,1,0.5,6,2,8,-4
COCCn1c(C)cc(C(=O)CSc2nc(C)c(C)c(C)n2)c1C,-1,-13,1,-3,1.7,-8,10,6,3
O=C(NC1CCCCC1)Oc1cccc2ccccc12,-3,-35,-4,3,1.8,-34,3,6,0
Cc1csc(NC(=O)Cc2coc3cc(C)c(C(C)C)cc23)n1,-6[fluorescence artefact?],-10,22,-3,2.8,33,2,17,-10
CC(NC(=O)CCn1nc(-c2ccc(Cl)cc2)ccc1=O)c1ccccc1 (stereo not given),1,-15,-20,-1,-0.7,-16,0,9,-13
COC(=O)c1c[nH]n2c(=O)c(C(C)C)c(C)nc12,1,-3,4,-2,1.6,-1,3,8,1
Cc1cccc(N2CC(O)=C(c3nc4ccccc4n3C)C2=N)c1,1,-17,1,1,-0.3,0,1,3,9
O=c1[nH]c(CN2CCN(c3ccc([N+](=O)[O-])cc3)CC2)nc2ccsc12,-2,4,-5,2,-4.4,8,3,10,-16
O=C(CCCCCCN1C(=O)c2ccccc2C1=O)Nc1nccs1,-1,-20,2,-3,2.0,-11,-1,12,-2
COC(=O)C1=C(C)N(CCCC(=O)O)C(=O)NC1c1cccs1 (stereo not given),0,9,5,4,1.4,12,4,5,1
O=C(NC1=NCCS1)c1ccc(OCC2CCCO2)cc1 (stereo not given),5[fluorescence artefact?],-34,-2,2,1.4,20,5,25,2
O=C(c1ccncc1)N(c1ccc2oc3c(c2c1)CCCC3)S(=O)(=O)c1ccc(F)cc1,4,-3,-9,-1,-0.1,-7,4,10,-22
O=C(O)c1cccc(S(=O)(=O)Nc2ccc(O)c(Sc3nc4ccccc4s3)c2)c1,0,-13,-8,5,0.8,17,-3,4,1
Cc1cc([N+](=O)[O-])ccc1NC(=O)c1ccc(NC(=O)C(C)C)cc1,1,2,6,2,0.2,-9,4,4,13
COc1ccccc1-c1noc(CCCC(=O)N2CCOCC2)n1,2,-5,25,7,0.1,1,.,9,23
CCOC(=O)c1ccccc1NC(=O)CSc1ccccc1,1[fluorescence artefact?],-10,4,-2,0.7,79*,0,16,-22
N#C/C(=C\c1c(N2CCOCC2)nc2ccccn2c1=O)S(=O)(=O)c1ccccc1,0,-14,9,4,-1.5,22,-3,5,-8
CC1(C(=O)Nc2nnc(C(C)(C)C)s2)Cc2ccccc2C(=O)O1 (stereo not given),1,-8,-23,2,-1.8,24,0,3,11

# Screens: PubChem BioAssay, several laboratories
